Bioassay records from PubChem BioAssay.
Tb PFK inh = T. brucei PFK enzyme inhibition | T. brucei PFK, ADP-Glo luminescence | Potency, µM (series often up to 57.5 µM), for inactives: at the top dose activity, negative = inhibition, actives largely listed as inhibitors | 0.17% of 330,000 active | AID 485367;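 further: potency means the concentration at half of the fitted maximal effect; 0% = uninhibited 1x PFK enzyme wells and -100% = no-enzyme wells; nearly all actives have a fitted effect of over 60% in size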
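1.25 nM PFK with 0.5 mM F6P and 0.1 mM ATP in 0.1 M TEA pH 8.0, 5 mM MgCl2, incubated 45 min at room temperature; ADP measured by ADP-Glo luminescence; compounds titrated up to 57 uM.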
uPA surface inh = inhibitors of cell surface uPA generation. cell surface uPA generation assay, qHTS. Potency, µM (top dose mostly 38.3 µM), without a hit: at the highest dose activity change, negative = inhibition, hits mostly inhibitors. 0.31% of 330,000 active; active means well fitted inhibition curve with a large enough effect; inconclusive means small, poorly fitted or top-dose-only effect; inactive means no such curve, though single readings can be large or run the other way; tested in mouse RAW 264.7 cells; further: potency means the concentration at half of the fitted maximal effect; on the % scale 0 is the no-effect control and ±100 the full control effect; nearly all actives have a fitted effect of over 55% in size
Mito fusion act = inhibitors of mitochondrial division or activators of mitochondrial fusion; S. cerevisiae fusion-defective mutant growth rescue, CellTiterGlo 48 h; Potency, µM (series often up to 46.1 µM), inactives show top-dose growth rescue (activation), most hits filed as activators; 0.23% of 320,000 active;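 further: potency means the concentration at half of the fitted maximal effect; % of control where 0% means no effect; nearly all actives have a fitted effect of over 45% in size; temperature-sensitive fusion mutants such as fzo1-1 at 37 °C on non-fermentable ethanol glycerol medium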
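Compounds are tested for their ability to restore growth of mitochondrial fusion-defective yeast strains at non-permissive 37C in YPEG medium over 48 hours. Viability is quantified by luciferase luminescence.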
PTAP TSG101 blk = blocks PTAP/TSG101 interaction to inhibit HIV-1 budding | Q99816 | AID 493005 | Potency, µM (highest dose often 115 µM), for the others: top-dose activity change, negative = inhibition, usual class: inhibitors | 340,000 tested, under 10 active | Fluorescence polarization, FITC-PTAP peptide / Tsg101 binding; active means well fitted inhibition curve with a large enough effect in the main read-out, with a control signal flat, not every such curve was filed as active; inconclusive means small, poorly fitted or top-dose-only effect, or effect the other way, or a change in a side signal; inactive means no such curve, though single readings can be large or run the other way; further: potency means the concentration at half of the fitted maximal effect; % of control where 0% means no effect
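Fluorescence anisotropy tracks displacement of a FITC-tagged PTAP peptide (50 nM) from the Tsg101 binding domain (10 uM), following a 20 min room-temperature incubation at pH 7.5.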
TSHR antagonist = antagonists of human thyroid stimulating hormone receptor. 0.2% of 330,000 active. activity change, negative = inhibition, % at 11.5 µM. TSHR-expressing cells, TSH-stimulated cAMP HTRF, 2 h; active compounds read low;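 active means activity change below a set negative limit, meaning inhibition stronger than a set level, cut at about -70% in these data; inconclusive means activity change between two set negative limits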; further: on the % scale 0 is the no-effect control and ±100 the full control effect
Target sequence (P16473 whole entry, looked up): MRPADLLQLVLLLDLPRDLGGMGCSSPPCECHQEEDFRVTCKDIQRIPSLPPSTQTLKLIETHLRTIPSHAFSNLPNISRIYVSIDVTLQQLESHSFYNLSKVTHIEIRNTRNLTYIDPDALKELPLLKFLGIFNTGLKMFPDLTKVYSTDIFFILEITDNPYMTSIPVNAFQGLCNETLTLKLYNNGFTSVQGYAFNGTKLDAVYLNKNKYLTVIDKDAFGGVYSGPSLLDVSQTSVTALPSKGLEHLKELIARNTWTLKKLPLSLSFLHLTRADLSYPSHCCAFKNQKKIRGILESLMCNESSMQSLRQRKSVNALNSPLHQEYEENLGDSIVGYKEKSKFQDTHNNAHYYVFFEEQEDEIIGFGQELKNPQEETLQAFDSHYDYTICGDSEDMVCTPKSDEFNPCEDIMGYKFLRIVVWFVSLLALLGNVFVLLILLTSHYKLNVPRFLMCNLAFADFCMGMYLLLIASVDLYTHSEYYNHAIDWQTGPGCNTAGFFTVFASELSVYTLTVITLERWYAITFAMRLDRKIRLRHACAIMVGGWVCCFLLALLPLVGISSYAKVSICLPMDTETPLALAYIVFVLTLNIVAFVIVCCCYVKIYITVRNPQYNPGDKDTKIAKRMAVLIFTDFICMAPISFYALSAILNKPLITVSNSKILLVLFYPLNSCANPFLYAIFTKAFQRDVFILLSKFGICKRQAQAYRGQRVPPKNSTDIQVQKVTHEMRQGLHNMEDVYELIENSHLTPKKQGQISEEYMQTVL
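Inhibition of cAMP made by TSHR-expressing cells under TSH stimulation (4nM final, EC80; 2 h, 37 deg C) is quantified with a one-step lysis HTRF kit, anti-cAMP cryptate versus cAMP-d2.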
ELG1 DNA repair = inhibitors of ELG1-dependent DNA repair in HEK293T cells; HEK293T ELG1-luciferase reporter, luminescence, 16 h; DNA damage induced by 5-fluorouridine; Potency, µM (doses to about 46.1 µM), for the others: at the top dose activity change, negative = inhibition, most hits filed as inhibitors; 2.3% of 330,000 active; further: potency means the concentration at half of the fitted maximal effect; on the % scale 0 is the no-effect control and ±100 the full control effect; nearly all actives have a fitted effect of over 55% in size
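Luminescence from the luciferase reporter, measured 30 min after ONE-Glo reagent at room temperature, was the read-out. Beforehand, 2,000 cells per well were exposed for 16 hr at 37 °C to 5-fluorouridine together with compound or vehicle.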
B2AR arrestin = recruits beta-arrestin to the human beta2-adrenergic receptor | beta-arrestin recruitment to beta2AR, cell-based reporter | P07550 | 0.02% of 330,000 active | Potency, µM (doses to about 46.1 µM), for the others: top-dose activation, most hits filed as activators;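 further: potency means the concentration at half of the fitted maximal effect; 0% = DMSO controls and full agonism = EC100 isoproterenol or metaproterenol; nearly all actives have a fitted effect of over 65% in size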
TCR act = activates T cell receptor signaling | primary human leukocytes, anti-CD3, IL-2 HTRF, 48 h | Potency, µM (doses to about 9.22 µM), without a hit: at the highest dose activation of IL-2 secretion, most hits filed as activators | 330,000 tested, under 10 active | AID 504894; further: % of control where 0% means no effect
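48 hr co-incubation of compounds, a-CD3 beads and primary human leukocytes; IL-2 quantified homogeneously by HTRF with anti-IL-2 K and d2 conjugates.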
Eya2 phos inh = Eya2 (human) phosphatase inhibition | O00167 | recombinant Eya2, OMFP fluorescence dephosphorylation (OMFP is methylfluorescein phosphate) | Potency, µM (doses to about 76.9 µM), without a hit: at the highest dose activity, negative = inhibition, actives largely listed as inhibitors | 0.006% of 330,000 active | AID 488837; further: potency means the concentration at half of the fitted maximal effect; on the % scale 0 is the no-effect control and ±100 the full control effect
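Eya2 (0.2 uM) preincubated 10 min at ambient with compound, then OMFP substrate added at 50 uM; 10 min reaction in 50 mM HEPES pH 7.5, 50 mM NaCl, 5 uM MgCl2, 0.05% BSA, 1 mM DTT. Fluorescence read at Ex 485/Em 525 nm.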
Chronic BCR inh = inhibitors of chronic active B-cell receptor signaling. ABC-DLBCL IkBa-CBG/CBR reporter, luminescence ratio, 4 h. Potency, µM (highest dose often 46.1 µM), for inactives: top-dose ratio change, negative = lower green/red ratio, usual class: inhibitors. 0.05% of 340,000 active; active means well fitted inhibition curve with a large enough effect in the signal ratio, with a control signal flat, not every such curve was filed as active; inconclusive means small, poorly fitted or top-dose-only effect, or effect the other way, or a change in a side signal; the % refers to the signal ratio;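 further: potency means the concentration at half of the fitted maximal effect; plate controls were basal doxycycline-induced cells for no effect and cells given 10 µM MG132 for full effect; MG132 reads +100%, hits lower the ratio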
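TMD8 ABC-DLBCL cells carrying doxycycline-inducible green luciferase fused to IkappaBalpha plus unfused red luciferase were exposed to compounds (up to 46 uM) for 4 hrs at 37C. Activity came from the overlap-corrected green/red luminescence ratio.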
USP2a inh = blocks human ubiquitin-specific protease USP2a | O75604 | USP2 core, Ub-CHOP2 coupled fluorogenic reporter, 485/531 | Potency, µM (highest dose often 38.3 µM), for the others: top-dose activity change, negative = inhibition, usual class: inhibitors | 0.01% of 330,000 active;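 further: potency means the concentration at half of the fitted maximal effect; plate controls were DMSO wells for no effect and full inhibition by NEM control for full effect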
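Cell-free coupled assay: 10nM USP2 core preincubated 30min RT with compound in Tris-HCl pH 8.0/CaCl2/CHAPS buffer, then 25nM Ub-CHOP2 and 25nM reporter substrate; fluorescence (Ex 485/Em 531) read after 60min RT, normalized to NEM inhibition, concentration-response curves fitted.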
* marks the source's active call; other numbers are inactive results; u = inconclusive; x = no result given; [ ] = dose if it differs, or a comment. Unless noted, the call rests on the fitted dose curve; in most records, active means well fitted curve in the direction sought with a large enough effect; inconclusive means small, poorly fitted or top-dose-only effect, or another doubt; inactive means no such curve, though single readings can be large; an effect the other way counts as inactive or inconclusive.

Results follow in this order: Tb PFK inh	uPA surface inh	Mito fusion act	PTAP TSG101 blk	TSHR antagonist	ELG1 DNA repair	B2AR arrestin	TCR act	Eya2 phos inh	Chronic BCR inh	USP2a inh
COc1ccccc1C(=O)NCC(=O)N/N=C/c1ccc([N+](=O)[O-])cc1
    1%	17%	13%	-9%	5	12%	0.2%	10%	-2%	-3%	0%
O=C(CSc1nnc(-c2ccccn2)n1Cc1ccccc1)NC1CCCC1
    2%	9%	5%	-1%	0	u	0.2%	0%	11%	0%	3%
CCN(Cc1nc(-c2ccc(OC)cc2)no1)C(=O)c1ccc2c(c1)OCO2
    0%	16%	19%	-6%	0	1%	-0.3%	-5%	13%	-3%	1%
CCN(CC(=O)NCc1ccc(Cl)cc1)C(=O)c1sccc1C
    11%	-21%	x	0%	x	12%	-0.1%	7%	2%	0%	3%
COc1ccc(OC(C)C(=O)N(C)Cc2nc(-c3ccc(OC)cc3)no2)cc1 (configuration not stated)
    -3%	-6%	0%	-7%	-17	u	-0.2%	-1%	4%	-8%	0%
C/C(=N\O)c1ccco1
    4%	1%	-10%	1%	6	u	0.9%	3%	3%	3%	-1%
CC(=O)Nc1ccc(S(=O)(=O)NCCS(=O)(=O)N2CCN(c3ccccc3)CC2)cc1
    3%	0%	6%	-4%	-7	u	0.5%	2%	-5%	-1%	0%
Cc1ccc(S(=O)(=O)N(CC(=O)O)Cc2ccco2)cc1
    -10%	13%	1%	-6%	3	11%	0.5%	3%	-11%	5%	10%
S=C(Nc1ccccc1Cl)N1CCN(c2ccccn2)CC1
    -3%	-2%	-11%	-3%	5	-21%	-1.8%	-2%	2%	-2%	-2%
COC(C(=O)N/N=C(\C)c1ccc(C)cc1)c1ccccc1 (configuration not stated)
    0%	4%	0%	-3%	5	u	0.0%	-2%	2%	5%	-1%
Cc1ccc(/C=C/C(=O)O)cc1S(=O)(=O)N1CCc2ccccc21
    -6%	41%[activator]	16%	-2%	1	0%	-0.2%	4%	-6%	10%	-2%
CC(C)c1nnc(NC(=O)CCC(=O)NCc2ccco2)s1
    18%	-15%	-2%	-5%	6	5%	2.9%	4%	-4%	11%	-5%
CCOC(=O)COc1nc(-c2ccc(Cl)cc2)cc(-c2ccco2)c1C#N
    2%	8%	1%	0%	13	13%	-0.1%	-5%	-3%	3%	0%
CCCCC(=O)NN(C)c1nc(-c2ccccc2)nnc1C(F)(F)F
    -1%	2%	-6%	-2%	0	9%	0.0%	-5%	-7%	5%	2%
COc1cccc(C(C(=O)NC2CCCCC2)N(CC2CCCO2)C(=O)CNC(=O)c2ccco2)c1 (configuration not stated)
    1%	-2%	-4%	-3%	1	19%	-0.2%	-5%[46.1 µM]	2%	-12%	1%

The results go on.
Results follow in this order: Tb PFK inh	uPA surface inh	Mito fusion act	PTAP TSG101 blk	TSHR antagonist	ELG1 DNA repair	B2AR arrestin	TCR act	Eya2 phos inh	Chronic BCR inh	USP2a inh
COc1cccc2c(SCC(=O)N/N=C/c3ccccc3)cc(C)nc12
    -2%	-7%	-2%	1%	-6	-16%	-1.1%	3%[46.1 µM]	-5%	-17%	0%
CC(Sc1nnc(-c2ccccc2F)o1)C(=O)Nc1ccc(N2CCOCC2)cc1 (configuration not stated)
    -8%	-7%	-3%	-1%	9	u	-0.6%	-5%	3%	2%	-1%
COc1cc(/C=C(\C#N)C(N)=O)ccc1OS(=O)(=O)c1ccc(C)cc1
    0%	-27%	2%	-6%	-9	u	-0.8%	-1%[46.1 µM]	-16%	-2%	1%
Cc1ccc(CN2CCCN(Cc3c(F)cccc3Cl)S2(=O)=O)cc1
    1%	-3%	0%	-9%	-6	9%	-0.1%	1%	-9%	6%	-4%
CCOc1ccccc1-n1nnnc1SCC(=O)NC(=O)Nc1ccc2c(c1)OCCO2
    4%	0%	1%	-4%	6	u	-0.1%	-10%	14%	u	1%
Cc1ccc(C(=O)NNC(=O)c2cc3ccccc3cc2O)cc1
    0%	-2%	1%	0%	1	-2%	0.0%	-3%	6%	u	-1%
CC(O)[C@H]1CNCCN1CCc1cc(C(F)(F)F)cc(C(F)(F)F)c1 (some centres not stated)
    -8%	-8%	-11%	0%	8	4%	0.1%	-4%	3%	u	-4%
Nc1c(C(=O)NC2CC2)c2nc3ccccc3nc2n1-c1ccc2c(c1)OCO2
    -3%	9%	0%	-11%	-5	16µM*	-0.1%	-3%	1%	7%	0%
COc1cc(CN2CCN(C3CCC3)CC2CCO)cc(OC)c1 (configuration not stated)
    -1%	-1%	2%	-2%	-7	-24%	0.8%	x	-8%	1%	0%
O=C(NCc1ccco1)c1cc(-c2cccnc2)nc2ccccc12
    -8%	x	-5%	-7%	1	-15%	-0.2%	-7%	2%	u	-4%
Cc1cc([N+](=O)[O-])nn1CC(=O)Nc1nc2ccccc2s1
    -15%	0%	-7%	-7%	-7	-1%	0.3%	4%	u	8%	0%
Cc1ccc(C)c(CN2CCC(CNC(=O)Nc3ccc(Cl)cc3)CC2)c1
    2%	3%	-41%[inhibitor]	-2%	-3	7%	-1.0%	2%	6%	u	-3%
Cc1c(C(=O)Nc2nccs2)sc2nc(-c3cccs3)cc(C(F)(F)F)c12
    1%	x	-1%	1%	-41	u	-0.1%	x	11%	0%	-1%
O=C(CCc1ccccc1)Nc1ccnn1C1CCN(Cc2ncc[nH]2)CC1
    1%	-4%	-1%	-4%	12	u	0.0%	1%	11%	-1%	-5%
CCOc1ccc2nc(-c3cc(NC(C)=O)ccc3O)sc2c1
    5%	2%	14%	1%	8	u	0.1%	-9%	11%	u	-1%

Next structures.
Results follow in this order: Tb PFK inh	uPA surface inh	Mito fusion act	PTAP TSG101 blk	TSHR antagonist	ELG1 DNA repair	B2AR arrestin	TCR act	Eya2 phos inh	Chronic BCR inh	USP2a inh
O=C(NNC(=O)c1cccs1)c1ccc(Br)o1
    -3%	4%	-1%	-4%	-2	-2%	0.1%	4%[46.1 µM]	-2%	0%	3%
Cc1cc(NC(=O)C(C)SCC(=O)OCc2ccc([N+](=O)[O-])cc2)no1 (configuration not stated)
    -12%	11%	-13%	-5%	1	8%	-0.3%	-2%	20%	16%	0%
Oc1c(Cl)cc(Cl)cc1C=Nc1ccc(Br)cc1
    -14%	-7%	2%	-7%	5	1%	-1.0%	-1%	19%	u	2%
Clc1cccc(C2CCN(Cc3nc(CC4CC4)no3)C2)c1 (configuration not stated)
    3%	0%	5%	-7%	-12	u	0.2%	-1%	1%	u	-1%
COc1cc(/C=N/O)cc(Br)c1OCc1cccc(Cl)c1
    2%	-5%	-15%	-4%	-4	11%	0.1%	1%	-20%	u	-10%
CC(C)C(=O)Nc1nc2c(c(=O)[nH]1)CCCC2
    4%	0%	25%	0%	-2	0%	-0.1%	0%	6%	u	3%
CN1CCN(C(=O)C2CCN(c3ncc(C(F)(F)F)cc3Cl)CC2)CC1
    2%	-2%	0%	0%	-11	u	-0.2%	-13%	0%	1%	1%
COc1ccc(/C=C(\C#N)C(=O)N2CCOCC2)cc1Br
    -2%	-4%	-2%	1%	2	0%	0.1%	5%	-6%	-12%	3%
CCc1sc(N)nc1-c1ccccc1
    -5%	1%	-3%	-4%	9	26%	-0.3%	-2%[46.1 µM]	1%	-1%	1%
Cc1ccc(OCCOC(=O)c2cc(S(=O)(=O)N3CCCCC3)ccc2N2CCOCC2)cc1
    6%	-11%	10%	-1%	-26	-23%	-0.3%	6%	-3%	-3%	-1%
O=C(CCN1C(=O)c2ccccc2S1(=O)=O)Nc1ccc(F)cc1F
    6%	2%	-1%	x	-7	2%	-1.0%	-3%	8%	-6%	0%
CCn1cc([N+](=O)[O-])c(C(=O)N2N=C(c3cccc4ccccc34)CC2c2ccccc2O)n1 (configuration not stated)
    -3%	-6%	6%	2%	-10	u	8.4%	2%[46.1 µM]	-15%	u	-7%
O=C(Cn1ccc2ccccc2c1=O)NCCC(=O)Nc1ccc2c(c1)OCCO2
    5%	3%	4%	-4%	-1	u	-0.2%	2%	-10%	-5%	-2%
